Bioassay records deposited in PubChem BioAssay by Broad Institute.
CFTR F508del cor: CFTR F508del correction in bronchial cells. CFBE cells, YFP halide quenching; stimulated with forskolin plus potentiator P3; % fluorescence drop versus neutral controls. activity (quench increase), % at 7.58 µM. hit rate 0.36% among 350,000;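 active means mean added fluorescence quench of at least 8% versus neutral control, with both replicates also reaching 8%; inconclusive means only one of the mean or replicate conditions met; inactive means mean below 8% and not both replicates reaching 8%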;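 further: cells transiently co-express mutant CFTR-F508del with the halide-sensitive YFP; corrector assay measuring rescue of mutant channel to the surface after 24 h compound exposure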
ERAP1 HTS inh: blocks human ERAP1 aminopeptidase activity; AID 652197; recombinant ERAP1, Leu-AMC fluorescence, 60 min; Q9NZ08; inhibition, % at 10.7 µM; hit rate 0.15% among 340,000;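 active means mean replicate inhibition of at least 30%, or all replicates individually reaching that 30% level; inactive means mean below 30% and not every replicate reaching it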;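 further: 0% = neutral control wells and 100% = L-leucinethiol positive control wells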
SIRT5 inh: blocks human SIRT5 desuccinylation of peptide; Purified SirT5, succinyl-peptide AMC, trypsin-coupled fluorescence; Q9NXA8; inhibition, % at 15 µM; hit rate 1.1% among 330,000; AID 652115; in the data active means inhibition above about 15%; inconclusive means no clear call, values can overlap the other calls
Casp6 inh: inhibitors of human caspase-6; P55212; purified caspase-6, Z-VEID-R110 cleavage fluorescence; inhibition, % at 12.5 µM; hit rate 0.53% among 350,000;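 active means mean inhibition across replicates at least about 35%, with every replicate also reaching that limit, limit read from the data; inconclusive means only one of the two criteria met; inactive means neither criterion met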;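 further: 0% = median of neutral control wells and 100% = no fluorescence left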
Target sequence (P55212 24-179 limits assumed): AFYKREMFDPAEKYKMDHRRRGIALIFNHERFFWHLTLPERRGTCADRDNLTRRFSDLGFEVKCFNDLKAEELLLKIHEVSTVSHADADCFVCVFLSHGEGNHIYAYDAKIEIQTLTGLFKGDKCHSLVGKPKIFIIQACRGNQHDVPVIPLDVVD
Target sequence (P55212 194-293 limits assumed): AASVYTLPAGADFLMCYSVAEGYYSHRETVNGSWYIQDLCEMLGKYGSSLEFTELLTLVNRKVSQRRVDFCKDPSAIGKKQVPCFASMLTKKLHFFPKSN
ERp5 inh: blocks human ERp5 reductase activity on insulin. inhibition, % at 9.99 µM. ERp5 insulin aggregation, absorbance 650 nm, 90 min. hit rate 0.05% among 350,000. Q15084;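 active means mean replicate inhibition above about 25%, with every replicate also reaching it, limit read from the data, passing the limit was not always enough; inconclusive means only one of those two criteria met; inactive means neither criterion met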
Target sequence (Q15084 whole entry, looked up): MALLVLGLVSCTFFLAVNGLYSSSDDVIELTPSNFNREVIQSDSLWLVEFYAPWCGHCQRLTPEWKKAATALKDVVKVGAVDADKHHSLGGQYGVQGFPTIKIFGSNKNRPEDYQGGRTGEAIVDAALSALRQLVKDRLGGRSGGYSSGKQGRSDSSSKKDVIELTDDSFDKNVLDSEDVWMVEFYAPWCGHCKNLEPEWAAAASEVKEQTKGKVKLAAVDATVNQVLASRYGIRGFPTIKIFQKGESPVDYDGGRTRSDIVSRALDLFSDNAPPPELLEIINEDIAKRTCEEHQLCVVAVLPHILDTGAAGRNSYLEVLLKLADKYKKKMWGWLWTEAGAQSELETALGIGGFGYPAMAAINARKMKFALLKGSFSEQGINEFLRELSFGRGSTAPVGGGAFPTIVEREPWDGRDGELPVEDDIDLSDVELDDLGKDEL
DENV2 CPE rescue: protects cells from dengue virus 2 cytopathic effect; CPE inhibition, % at 9.99 µM; DENV2-infected cells, cytopathic effect rescue, plate reader; AID 651640; hit rate 1.7% among 350,000; in the data active means CPE inhibition above about 20%, passing the limit was not always enough; inconclusive means no clear call, values can overlap the other calls; tested in BHK-21 cells;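 further: 0% = median of neutral control wells and 100% = median of positive control wells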
miR122 inh: miR-122 inhibition in Huh7 cells. activation (reporter increase), % at 12.5 µM. hit rate 0.3% among 340,000. AID 602342. Huh7 miR-122 Renilla luciferase sensor, 48 h; neutral wells = 0, positive control = 100;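 active means mean replicate activation score at least 90 and every replicate individually at or above 90; inconclusive means only one of the two criteria met; inactive means neither criterion met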;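 further: higher luciferase means less miR-122 activity so hits act as miR-122 inhibitors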
* marks the source's active call; other numbers are inactive results; ? = inconclusive; nt = no result given; [ ] = dose if it differs, or a comment.

mol	CFTR F508del cor	ERAP1 HTS inh	SIRT5 inh	Casp6 inh	ERp5 inh	DENV2 CPE rescue	miR122 inh
Cc1ccsc1C(=O)OCC(=O)Nc1cccc(S(=O)(=O)N2CCOCC2)c1	1.2	-1.3	-1.9	-0.6	0.4	?	-7.3
O=C(NCC[C@H]1CC[C@H](NS(=O)(=O)c2cccc(F)c2)[C@H](CO)O1)C1CCOCC1	0.1	-0.3	13.7	-3.8	2.3	-1.6	nt
Cc1ccc(NS(=O)(=O)c2ccc(C(=O)NCCN3CCOCC3)cc2)cc1	4.2	3.7	-1.1	1.5	-1.5	6.9	2.4
Cc1ccc(-c2nc(C#N)c(NCCCn3ccnc3)o2)cc1	1.8	-3.9	-1.0	0.8	1.1	1.8	nt
C[C@H](CO)N1C[C@H](C)[C@H](CN(C)Cc2ccc3c(c2)OCO3)Oc2c(NC(=O)c3ccc(-c4nccs4)cc3)cccc2C1=O	-1.0	-0.7	5.4	2.1	0.1	-3.0	30.6[16.7 µM]
CCCCn1c2c(c(=N)c3ccccc31)CCC2	-0.1	-2.4	0.1	1.8	0.9	1.6	-6.1
O=C(Cn1nc(C(=O)O)c2ccccc2c1=O)Nc1cccc(S(=O)(=O)N2CCCC2)c1	-4.6	1.8	-0.8	1.4	-4.7	-0.2	5.2
COc1cccc(C2NC(c3cccc(OC)c3O)C(C)C(=O)C2C)c1O (configuration not stated)	1.4	-1.8	1.4	0.0	2.5	12.3	-1.7
CCOc1ccc2nc(NC(=O)C3CCCN(S(=O)(=O)c4c(C)noc4C)C3)sc2c1 (configuration not stated)	-1.1	nt	nt	0.1	5.6	3.7	-1.2
Cc1cc2cc3c(cc2nc1SCC(=O)Nc1c(C)cccc1C)CCC3	2.3	0.0	-3.6	0.5	-5.8	2.0	nt
Cc1c(Cl)cccc1NC(=S)C(=C([O-])c1ccc(Cl)s1)[n+]1ccccc1	4.8	2.2	nt	-0.8	-5.3	?	nt
CC(C)(C)c1ccc(S(=O)(=O)Nc2cccc(C3OCCCO3)c2)cc1	nt	-0.4	4.5	4.4	0.4	-1.8	nt
COc1ccc(N(CC(=O)NC2CCCC2)C(=O)c2ccc(C)s2)c(OC)c1	-0.3	-2.7	4.6	-0.4	1.8	-3.3	-4.0
C[C@H](CO)N1C[C@H](C)[C@@H](CN(C)C(=O)CCCN(C)C)OCCCC[C@H](C)Oc2ccc(NC(=O)Nc3ccc(F)cc3)cc2C1=O	3.2	-6.6	0.7	0.1	-4.0	1.2	-0.1[16.7 µM]
Cc1nnc2sc(-c3ccc(N(C)C)cc3)nn2c1=O	4.6	-2.6	-5.7	2.6	2.2	1.1	10.0
O=C(Nc1ccc2c(c1)[C@@H]1C[C@H](CC(=O)N3CCCCC3)O[C@H](CO)[C@@H]1O2)C1CCOCC1	-1.9	1.8	-0.8	12.6	0.0	-1.6	-4.3[16.7 µM]
COc1ccc(Cl)cc1-c1cc(C(=O)NCc2ccc(C(F)(F)F)cc2)[nH]n1	2.7	-0.3	-2.1	1.5	2.1	18.7	12.7
CCCn1c(=O)[nH]c(=O)c2c1nc(-c1ccc(C(F)(F)F)cc1)n2CCOC	0.6	-2.5	-5.0	-1.9	-1.0	7.1	nt
CCNC(=O)[C@@H]1[C@@H](CO)[C@@H]2Cn3c(ccc(-c4ccccc4F)c3=O)[C@H]1N2C(=O)CC	1.6	3.2	-10.2	0.9	6.7	?	2.2[16.7 µM]
Cc1ccc(Cc2c(C)c(C#N)c3[nH]c4ccccc4n3c2=O)cc1	0.1	-1.6	-2.3	-0.5	0.8	1.5	-4.3
COc1ccccc1CN1CCNC(=O)C1CC(=O)NCCOc1cccnc1 (configuration not stated)	-2.6	2.4	4.3	0.1	2.6	13.0	nt
CCCC(C)C(=O)Nc1nc(C)c(-c2csc(Nc3cc(Cl)ccc3C)n2)s1 (configuration not stated)	3.6	-0.8	0.0	0.9	0.4	-12.2	nt
C[C@@H]1CN([C@@H](C)CO)C(=O)c2cc(C#Cc3ccccc3F)cnc2O[C@@H]1CN(C)C(=O)C1CCC1	1.6	0.0	0.2	-0.1	4.7	15.0	6.7[16.7 µM]
C=C(C)CN1C(=O)C2(OCCO2)c2ccccc21	-1.9	-2.6	-2.9	-1.5	4.4	-2.1	-6.8
COc1cccc(CNn2cnnc2)c1O	-1.6	0.3	5.9	4.8	1.2	0.2	nt

3 compounds already listed, ordered by the value under SIRT5 inh, largest number first.
mol	CFTR F508del cor	ERAP1 HTS inh	SIRT5 inh	Casp6 inh	ERp5 inh	DENV2 CPE rescue	miR122 inh
CC(C)(C)c1ccc(S(=O)(=O)Nc2cccc(C3OCCCO3)c2)cc1	nt	-0.4	4.5	4.4	0.4	-1.8	nt
CCCn1c(=O)[nH]c(=O)c2c1nc(-c1ccc(C(F)(F)F)cc1)n2CCOC	0.6	-2.5	-5.0	-1.9	-1.0	7.1	nt
CCNC(=O)[C@@H]1[C@@H](CO)[C@@H]2Cn3c(ccc(-c4ccccc4F)c3=O)[C@H]1N2C(=O)CC	1.6	3.2	-10.2	0.9	6.7	?	2.2[16.7 µM]

(list continues)
mol	CFTR F508del cor	ERAP1 HTS inh	SIRT5 inh	Casp6 inh	ERp5 inh	DENV2 CPE rescue	miR122 inh
N#C[C@@H]1[C@H](c2ccc(-c3ccc(F)cc3)cc2)[C@H](CO)N1c1nc(-c2ccccc2)cs1	0.3	0.7	-0.3	-1.4	0.5	17.9	nt
CCN(C(=O)COC(=O)/C=C/c1c(C)nn(Cc2ccc(C)cc2)c1C)C1CCS(=O)(=O)C1 (configuration not stated)	2.8	-6.7	2.4	0.8	1.8	3.2	nt
C[C@@H]1CCCCO[C@H](CN(C)C(=O)Cc2ccccc2)[C@@H](C)CN([C@@H](C)CO)C(=O)c2cc(NC(=O)CCC(F)(F)F)ccc2O1	0.8	nt	nt	nt	nt	0.7	7.3[16.7 µM]
N#C[C@@H]1[C@@H](c2ccc(C3=CCCCC3)cc2)[C@@H](CO)N1C(=O)Cc1ccncc1	1.4	1.1	-1.6	-0.3	2.4	2.8	nt
CC(=O)N1CCN(c2ccc(NC(=O)c3ccc(Cl)cc3)cc2)CC1	-2.8	4.3	-2.8	0.6	1.7	-3.9	-3.9
Cc1ccc(C(=O)OCC(=O)c2ccc(CC(=O)N3CCOCC3)s2)cc1C	0.6	1.9	2.1	-2.1	-0.8	-1.8	-2.1
Cc1ccc(NC(=O)CCC(=O)NNC(=O)COc2cccc3ccccc23)c(C)c1	0.8	0.9	-2.3	0.2	-1.8	5.7	0.9
CO[C@@H]1CC[C@@H]2CCN(C)C(=O)[C@@H](C)CN(C)C(=O)c3cc(C#N)ccc3OC[C@@H]1O2	nt	0.3	-1.0	0.4	8.9	-0.7	nt
C[C@H]1CN([C@@H](C)CO)C(=O)c2cc(/C=C/c3ccccc3)cnc2O[C@H]1CN(C)S(C)(=O)=O	-2.1	-2.1	-17.5	-0.4	0.3	16.8	2.7[16.7 µM]
CC(C)(C)c1ccc(C(=O)O/N=C(\N)Cc2cccs2)cc1	-2.5	-4.6	34.5*	3.1	0.1	-10.2	-1.7
O=C1Nc2ccccc2C12OCCO2	-4.4	-9.4	-2.2	5.9	1.4	3.1	nt
CCOc1ccc(Nc2nc(N3CCOCC3)nc(N3CCOCC3)n2)cc1	nt	2.8	2.3	41.4*	3.0	15.2	-0.7
CCOC(=O)c1ccc(COC(=O)CNS(=O)(=O)c2ccccc2)cc1	-1.8	3.8	12.8	3.2	-1.9	7.0	nt
CC(=O)COc1ncnc2c(Cl)cc(Cl)cc12	-4.4	-3.1	-2.0	-1.8	-5.1	16.6	nt
CN1CCN(C(=O)C[C@H]2C[C@H]3c4cc(NC(=O)Nc5ccccc5F)ccc4O[C@H]3[C@H](CO)O2)CC1	-0.5	nt	nt	nt	nt	19.6	-1.3[16.7 µM]
C[C@@H]1CN([C@@H](C)CO)C(=O)c2cccc(NS(=O)(=O)c3ccccc3)c2O[C@H]1CN(C)Cc1ccccc1	-0.4	-0.3	3.6	2.7	0.8	4.3	73.2[16.7 µM]
COc1cccc(N2CC(NC(=O)C(=O)c3c(C)[nH]c4ccccc34)CC2=O)c1 (configuration not stated)	1.8	-3.0	-1.5	1.4	7.3	-0.9	nt
O=C(NCC1CC1)[C@@H]1[C@@H](CO)[C@@H]2Cn3c(ccc(-c4cncnc4)c3=O)[C@@H]2N1C(=O)NC1CCCC1	nt	0.0	-50.3	1.6	1.2	2.3	nt
O=C(COc1ccc(-n2cnnn2)cc1)Nc1ccccc1OC(F)F	2.2	4.0	-1.6	3.7	-17.2	-6.6	-20.3
COCC(=O)N1CCCCN2[C@H](CO)[C@@H](c3ccc(C#Cc4ccccc4)cc3)[C@@H]2C1	6.3	-1.0	-0.7	-1.3	-4.1	13.8	-8.8[16.7 µM]
C[C@@H]1CCCCO[C@H](CN(C)C(=O)Nc2ccc(F)cc2)[C@H](C)CN([C@@H](C)CO)C(=O)c2cc(NC(=O)Nc3cccc4ccccc34)ccc2O1	2.5	0.2	5.8	-1.5	-0.6	-0.8	10.4[16.7 µM]
COc1ccc(CN(C)C[C@H]2Oc3ccc(NC(=O)NC(C)C)cc3C(=O)N([C@H](C)CO)C[C@H]2C)cc1	-0.8	2.3	-4.1	-5.2	3.2	-6.8	4.5[16.7 µM]
CCOC(=O)C1=C(O)/C(=C\c2cccc(OC)c2)N=C1C	0.1	-3.5	-0.7	-3.8	0.2	-5.9	-6.4
CCOC(=O)C1=C(COC(=O)C(CC)Oc2ccccc2)NC(=O)NC1C (configuration not stated)	1.6	4.1	-2.4	5.0	1.6	3.6	nt
COc1ccccc1NC(=O)c1oc2ccccc2c1C	-2.2	0.5	nt	1.1	-4.0	-5.7	0.1
CC(C)CN(C(=O)c1ccc(S(=O)(=O)N2CCOCC2)cc1)C1CCS(=O)(=O)C1 (configuration not stated)	1.5	-5.3	0.6	5.0	1.8	12.5	nt
Cc1cc(C)c(C(=O)COC(=O)c2cccc(S(=O)(=O)N3CCOCC3)c2)cc1C	nt	-6.7	-4.4	-2.6	-10.2	-6.1	0.2
O=C(COC(=O)CCCOc1ccccc1)NNC(=O)c1ccc([N+](=O)[O-])cc1	-1.0	2.1	4.0	2.1	-7.6	-3.6	nt
Cc1ccc(S(=O)(=O)NNc2nnc(C)c(=O)[nH]2)cc1	-3.2	8.7	-4.3	4.2	-7.1	11.5	nt
CCc1ccccc1NC(=O)CN1CCN(C(=O)CNC(=O)Cc2cccc3ccccc23)CC1	0.1	0.2	-1.8	0.3	-1.8	?	1.9
O=C(C[C@H]1C[C@@H]2c3cc(NC(=O)NC4CCCC4)ccc3O[C@@H]2[C@@H](CO)O1)NCc1ccccc1	-0.2	-1.6	-0.2	0.2	1.8	1.2	1.4[16.7 µM]
CN=C(Nc1cc(C)nn1CCC#N)c1ccc(F)cc1	3.0	-3.1	-0.3	-2.6	-1.1	-1.2	-7.6
CC(C)CC#Cc1ccc2c(c1)O[C@@H](CN(C)S(=O)(=O)c1ccc(F)cc1)[C@H](C)CN([C@H](C)CO)S2(=O)=O	-0.6	-0.8	6.2	-1.8	5.4	-3.3	-6.2[16.7 µM]
